Screening results deposited in PubChem BioAssay by Sanford-Burnham Center for Chemical Genomics.
TIM10 inh – growth inhibitors of isogenic TIM10 control yeast, primary screen, counter-screen for tim10-1 yeast inhibitor project, luminescence, uHTS | S. cerevisiae TIM10 strain growth, BacTiter-Glo luminescence, 24 h | inhibition, % at 10 µM | 330,000 tested, 1.4% active | AID 463195, 2010;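 active means inhibition of 40% or more at the single tested concentration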;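 further: wild-type TIM10 isogenic control strain grown at permissive 25 °C; 0% = DMSO yeast wells and 100% = minimal medium wells without yeast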
mIAP act – activators of mouse IAP, primary screen, biochemical, luminescence, uHTS; AID 2805, 2010; muIAP, CDP-Star luminescence, 30 min; active compounds read high; 1 = vehicle-only enzyme signal, 0 = enzyme-free wells; 330,000 tested, 0.24% active; activation factor at 10 µM;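 active means activation factor of at least 2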; further: the source names both 10 and 20 µM as test concentration; values of inactives mirror those of a sister screen read the other way
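Assay system: mouse IAP enzyme; Reagent: CDP-Star chemiluminescent phosphatase substrate; Compound: DMSO-dissolved test compounds; Incubation: 30 min, room temperature; Technique: luminescence from enzymatic CDP-Star hydrolysis; Controls: DMSO-only wells and no-enzyme negative control.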
NLRP3 yeast inh – NALP3 inflammasome inhibitors in reconstituted yeast, primary screen, luminescence, uHTS. Yeast reconstituted NLRP3/ASC/caspase-1, beta-gal luminescence, 24 h. inhibition, % at 10 µM. 330,000 tested, 0.39% active;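 active means inhibition of 50% or more; inactive means inhibition below 50%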;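 further: plate controls were induced DMSO wells for no effect and uninduced yeast grown without galactose for full effect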
mIAP inh – inhibitors of mouse IAP, primary screen, biochemical, luminescence, uHTS. intestinal alkaline phosphatase [Mus musculus]. purified mouse IAP, CDP-Star luminescence, 30 min. inhibition, % at 10 µM. 330,000 tested, 0.2% active. AID 2806, 2010;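 active means inhibition of at least 40% at 10 µM in the primary screen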;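 further: plate controls were DMSO with enzyme for no effect and no enzyme wells for full effect; values of inactives mirror those of a sister screen read the other way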
Apaf1 inhib – inhibitors of human Apaf-1 apoptosome, primary screen, biochemical, DEVD-Rh110 fluorescence, uHTS; Apoptotic protease-activating factor 1 (Homo sapiens), O14727; reconstituted apoptosome caspase-3 activity; inhibition, % at 20 µM; 330,000 tested, 0.71% active; AID 489030, 2010; active means inhibition of at least 40% at 20 µM;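 further: plate controls were DMSO wells for no effect and DEVD-CHO caspase inhibitor wells for full effect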
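Material: reconstituted apoptosome with Apaf-1, cytochrome c, caspase-9, procaspase-3, dATP. Technique: Rh110 fluorescence intensity. Buffer or medium: pH 7.5 Hepes buffer with CHAPS, BSA, DTT. Times: 30 min plus 50 min, RT.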
hIAP activ – human IAP activators, primary screen, biochemical, luminescence, uHTS | Intestinal-type alkaline phosphatase (Homo sapiens), P09923 | purified human IAP, CDP-Star luminescence, 30 min; active compounds read high; 1 = vehicle-only enzyme, 0 = enzyme-free background | activation factor at 10 µM | 330,000 tested, 0.16% active | AID 2524, 2010;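 active means activation factor of the enzyme at least 2-fold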; further: the source names both 10 and 20 µM as test concentration; values of inactives mirror those of a sister screen read the other way
Target sequence (P09923 whole entry, looked up): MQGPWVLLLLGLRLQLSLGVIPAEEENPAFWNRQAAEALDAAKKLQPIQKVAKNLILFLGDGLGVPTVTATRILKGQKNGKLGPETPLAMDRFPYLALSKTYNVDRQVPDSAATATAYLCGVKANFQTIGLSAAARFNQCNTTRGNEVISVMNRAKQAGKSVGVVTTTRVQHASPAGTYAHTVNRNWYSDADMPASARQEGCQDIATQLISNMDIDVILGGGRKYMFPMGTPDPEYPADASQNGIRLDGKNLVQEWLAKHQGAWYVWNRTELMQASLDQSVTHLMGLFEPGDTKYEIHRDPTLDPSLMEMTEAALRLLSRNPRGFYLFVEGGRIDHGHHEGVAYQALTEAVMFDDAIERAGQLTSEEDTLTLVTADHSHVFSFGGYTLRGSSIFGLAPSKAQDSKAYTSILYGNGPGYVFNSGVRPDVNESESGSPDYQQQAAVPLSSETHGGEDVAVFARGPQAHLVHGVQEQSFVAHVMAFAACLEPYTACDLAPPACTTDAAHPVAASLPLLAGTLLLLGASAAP
tim10-1 inh – growth inhibitors of tim10-1 mutant yeast, primary screen, luminescence, uHTS; inhibition, % at 20 µM; S. cerevisiae tim10-1 ts strain growth, BacTiter-Glo, 24 h; 330,000 tested, 2.2% active; AID 463190, 2010;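 active means inhibition of at least 40%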;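 further: mutant grown at 25 °C; 0% = DMSO wells with yeast and 100% = wells holding no yeast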
hIAP inh – human IAP inhibitors, primary screen, biochemical, luminescence, uHTS. 330,000 tested, 0.12% active. purified IAP, CDP-Star luminescence, 30 min. inhibition, % at 10 µM. AID 2544, 2010;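 active means inhibition reaching a set limit with compound at 10 µM in the primary screen, cut at about 35% in these data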;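 further: plate controls were DMSO wells with enzyme for no effect and no-enzyme buffer wells for full effect; values of inactives mirror those of a sister screen read the other way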
ATG4B inhibitor – ATG4B protease inhibitors, primary screen, biochemical, fluorescence, uHTS; Cysteine protease ATG4B (Homo sapiens), Q9Y4P1; ATG4B cleavage of LC3-PLA2, NBD-HPC fluorescence, 1 h; inhibition, % at 8.33 µM; 340,000 tested, 0.51% active; in the data active means inhibition above about 40%
Target sequence (Q9Y4P1 whole entry, looked up): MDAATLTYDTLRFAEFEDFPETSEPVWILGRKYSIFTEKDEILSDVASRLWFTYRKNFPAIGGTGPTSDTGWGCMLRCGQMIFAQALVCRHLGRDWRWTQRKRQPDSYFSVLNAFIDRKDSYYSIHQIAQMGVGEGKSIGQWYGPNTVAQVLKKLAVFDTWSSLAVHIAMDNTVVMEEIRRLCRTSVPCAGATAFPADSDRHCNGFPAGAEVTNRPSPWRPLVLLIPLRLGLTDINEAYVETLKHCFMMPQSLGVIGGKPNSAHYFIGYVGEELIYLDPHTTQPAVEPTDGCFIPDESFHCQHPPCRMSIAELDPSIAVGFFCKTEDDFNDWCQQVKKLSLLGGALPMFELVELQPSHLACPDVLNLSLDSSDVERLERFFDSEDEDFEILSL
Numbers without * were called inactive.

Results for COc1cc(O)c(C(C)=O)cc1OC ?
TIM10 inh: -16.5; mIAP act: 0.967; NLRP3 yeast inh: 4.1; mIAP inh: 3.3; Apaf1 inhib: -5.4; hIAP activ: 0.946; tim10-1 inh: 6.5; hIAP inh: 5.3; ATG4B inhibitor: -1.8

How did CC1Cc2ccccc2N1C(=S)NC(=O)c1ccc(Cl)cc1Cl (centres undefined) do in these assays?
TIM10 inh: 49.9*; mIAP act: 0.93; NLRP3 yeast inh: 29.9; mIAP inh: 7.0; Apaf1 inhib: 1.5; hIAP activ: 1.12; tim10-1 inh: 44.0*; hIAP inh: -12.1; ATG4B inhibitor: 2.0

What do the screens show for `COc1cccc(C2=NOC(C(=O)NCCN3CCOCC3)C2)c1` (centres undefined)?
TIM10 inh: 10.7; mIAP act: 0.935; NLRP3 yeast inh: 18.8; mIAP inh: 6.5; Apaf1 inhib: -14.7; hIAP activ: 0.847; tim10-1 inh: 4.8; hIAP inh: 15.3; ATG4B inhibitor: 22.3

How did OCC1(Cc2cccc(Cl)c2)CCCN(Cc2ccc3cc(F)ccc3n2)C1 (centres undefined) do in these assays?
TIM10 inh: 23.2; mIAP act: 0.923; NLRP3 yeast inh: 0.6; mIAP inh: 7.7; Apaf1 inhib: 22.5; hIAP activ: 1.08; tim10-1 inh: 47.9*; hIAP inh: -8.3; ATG4B inhibitor: 0.7

What do the screens show for `Cn1c(SCC(=O)N2CCCc3ccccc32)nnc1-c1c[nH]c2ccccc12`?
TIM10 inh: -2.8; mIAP act: 1.04; NLRP3 yeast inh: -15.2; mIAP inh: -3.6; Apaf1 inhib: -0.1; hIAP activ: 0.94; tim10-1 inh: 7.8; hIAP inh: 6.0; ATG4B inhibitor: 6.4

What do the screens show for `COCCNc1oc(-c2ccco2)nc1S(=O)(=O)c1ccccc1`?
TIM10 inh: -5.6; mIAP act: 1.04; NLRP3 yeast inh: 8.3; mIAP inh: -3.9; Apaf1 inhib: -6.0; hIAP activ: 1.2; tim10-1 inh: -7.0; hIAP inh: -19.8; ATG4B inhibitor: -0.7

Results for COc1ccc(S(=O)(=O)NCC(c2cccs2)N2CCc3ccccc3C2)cc1 (centres undefined) ?
TIM10 inh: 30.5; mIAP act: 0.989; NLRP3 yeast inh: 23.4; mIAP inh: 1.1; Apaf1 inhib: 18.8; hIAP activ: 1.02; tim10-1 inh: 27.0; hIAP inh: -2.3; ATG4B inhibitor: -1.7

How did O=C(COC(=O)CCc1ccc(S(=O)(=O)N2CCCCC2)cc1)Nc1cccc2ccccc12 do in these assays?
TIM10 inh: 17.3; mIAP act: 1.18; NLRP3 yeast inh: 21.7; mIAP inh: -18.2; Apaf1 inhib: 2.8; hIAP activ: 1.11; tim10-1 inh: 24.4; hIAP inh: -10.8; ATG4B inhibitor: -5.4

Results for Cc1ccc(CSc2nc3ncccc3[nH]2)cc1 ?
TIM10 inh: -9.5; mIAP act: 0.889; NLRP3 yeast inh: 20.1; mIAP inh: 11.1; Apaf1 inhib: -5.9; hIAP activ: 1.41; tim10-1 inh: -8.6; hIAP inh: -40.8; ATG4B inhibitor: -7.9

How did CCN(CC)C(=O)CN(c1ccc(Cl)cc1)S(=O)(=O)c1ccccc1 do in these assays?
TIM10 inh: 1.0; mIAP act: 0.979; NLRP3 yeast inh: 2.5; mIAP inh: 2.1; Apaf1 inhib: 0.5; hIAP activ: 0.975; tim10-1 inh: 34.7; hIAP inh: 2.5; ATG4B inhibitor: -3.0

What do the screens show for `CCCCn1c(SCc2cccnc2)nc2c1c(=O)n(C)c(=O)n2C`?
TIM10 inh: 13.8; mIAP act: 1.02; NLRP3 yeast inh: 15.8; mIAP inh: -2.4; Apaf1 inhib: -8.2; hIAP activ: 0.947; tim10-1 inh: 18.3; hIAP inh: 5.3; ATG4B inhibitor: 4.9

How did O=C(Cn1c(=O)oc2ccccc21)NCC1COc2ccccc2O1 (centres undefined) do in these assays?
TIM10 inh: 6.5; mIAP act: 1.03; NLRP3 yeast inh: 18.5; mIAP inh: -2.7; Apaf1 inhib: 2.2; hIAP activ: 1.14; tim10-1 inh: 4.5; hIAP inh: -13.9; ATG4B inhibitor: -1.9

How did CCCNC(=O)c1ccc2c(=O)c(O)c(-c3ccc(C)cc3)[nH]c2c1 do in these assays?
TIM10 inh: -40.6; mIAP act: 1.02; NLRP3 yeast inh: 15.9; mIAP inh: -1.8; Apaf1 inhib: -6.9; hIAP activ: 0.988; tim10-1 inh: -13.0; hIAP inh: 1.2; ATG4B inhibitor: 8.0

How did O=C(Nc1cccc(S(=O)(=O)c2cccc(NC(=O)C3CC3)c2)c1)C1CC1 do in these assays?
TIM10 inh: -0.6; mIAP act: 1.13; NLRP3 yeast inh: 7.6; mIAP inh: -12.9; Apaf1 inhib: -12.6; hIAP activ: 0.991; tim10-1 inh: -0.5; hIAP inh: 0.9; ATG4B inhibitor: -1.1

Results for COc1ccc(C(CNC(=O)Nc2ccccc2)N2CCN(C)CC2)cc1 (centres undefined) ?
TIM10 inh: 14.5; mIAP act: 1.05; NLRP3 yeast inh: 13.3; mIAP inh: -4.8; Apaf1 inhib: 11.5; hIAP activ: 1.36; tim10-1 inh: 6.8; hIAP inh: -36.5; ATG4B inhibitor: -5.3

How did CCN(CC(=O)Nc1cc(C)on1)CC(=O)Nc1ccccc1C(F)(F)F do in these assays?
TIM10 inh: 6.3; mIAP act: 1.21; NLRP3 yeast inh: 9.1; mIAP inh: -21.0; Apaf1 inhib: 13.6; hIAP activ: 1.7; tim10-1 inh: 7.7; hIAP inh: -69.8; ATG4B inhibitor: -2.2

Results for CC(C)c1ccc(NC(=O)CSc2n[nH]c(=O)n2C2CC2)cc1 ?
TIM10 inh: 5.9; mIAP act: 1.07; NLRP3 yeast inh: 21.5; mIAP inh: -7.2; Apaf1 inhib: 11.9; hIAP activ: 1.24; tim10-1 inh: 17.6; hIAP inh: -23.7; ATG4B inhibitor: -1.8

How did Cc1ccccc1CCNC(=O)C1CCC(=O)N(C2CCCCCC2)C1 (centres undefined) do in these assays?
TIM10 inh: 4.4; mIAP act: 1.09; NLRP3 yeast inh: 9.5; mIAP inh: -9.0; Apaf1 inhib: 7.4; hIAP activ: 1.03; tim10-1 inh: 14.8; hIAP inh: -3.5; ATG4B inhibitor: 0.3

How did COc1cc(C(=O)OC(C)C(=O)NC(=O)NC2CCCCC2)ccc1OC(F)F (centres undefined) do in these assays?
TIM10 inh: 2.5; mIAP act: 0.907; NLRP3 yeast inh: 3.4; mIAP inh: 9.3; Apaf1 inhib: 15.2; hIAP activ: 0.916; tim10-1 inh: 14.6; hIAP inh: 8.4; ATG4B inhibitor: -1.4

What do the screens show for `CCOC(=O)C1=C(CSCC(=O)OC)NC(=O)NC1c1cc(C)ccc1C` (centres undefined)?
TIM10 inh: -5.5; mIAP act: 1.01; NLRP3 yeast inh: 3.4; mIAP inh: -0.6; Apaf1 inhib: 6.2; hIAP activ: 0.98; tim10-1 inh: 8.5; hIAP inh: 2.0; ATG4B inhibitor: -15.5

Sorted by SMILES length (lowest first): part of the list above.
What do the screens show for `COCCNc1oc(-c2ccco2)nc1S(=O)(=O)c1ccccc1`?
TIM10 inh: -5.6; mIAP act: 1.04; NLRP3 yeast inh: 8.3; mIAP inh: -3.9; Apaf1 inhib: -6.0; hIAP activ: 1.2; tim10-1 inh: -7.0; hIAP inh: -19.8; ATG4B inhibitor: -0.7

How did Cc1ccccc1CCNC(=O)C1CCC(=O)N(C2CCCCCC2)C1 (centres undefined) do in these assays?
TIM10 inh: 4.4; mIAP act: 1.09; NLRP3 yeast inh: 9.5; mIAP inh: -9.0; Apaf1 inhib: 7.4; hIAP activ: 1.03; tim10-1 inh: 14.8; hIAP inh: -3.5; ATG4B inhibitor: 0.3

What do the screens show for `Cn1c(SCC(=O)N2CCCc3ccccc32)nnc1-c1c[nH]c2ccccc12`?
TIM10 inh: -2.8; mIAP act: 1.04; NLRP3 yeast inh: -15.2; mIAP inh: -3.6; Apaf1 inhib: -0.1; hIAP activ: 0.94; tim10-1 inh: 7.8; hIAP inh: 6.0; ATG4B inhibitor: 6.4

(more compounds)
Results for Cc1ccccc1-n1c(=O)c2ccccc2n2cnnc12 ?
TIM10 inh: -1.7; mIAP act: 0.923; NLRP3 yeast inh: -8.1; mIAP inh: 7.7; Apaf1 inhib: -18.1; hIAP activ: 0.84; tim10-1 inh: 5.7; hIAP inh: 16.0; ATG4B inhibitor: -3.7

What do the screens show for `COC(=O)c1sc2ccccc2c1-n1cccc1C(=O)C(=O)Nc1ccc(Cl)cc1`?
TIM10 inh: 1.8; mIAP act: 0.924; NLRP3 yeast inh: 6.5; mIAP inh: 7.6; Apaf1 inhib: 9.7; hIAP activ: 1.14; tim10-1 inh: 17.4; hIAP inh: -13.8; ATG4B inhibitor: 5.9

What do the screens show for `COC(=O)c1ccc(-c2sc3nc(N4CCOCC4)c4c(c3c2N)CCCC4)o1`?
TIM10 inh: 34.2; mIAP act: 1.13; NLRP3 yeast inh: 10.9; mIAP inh: -12.8; Apaf1 inhib: 25.6; hIAP activ: 1.12; tim10-1 inh: 27.1; hIAP inh: -11.8; ATG4B inhibitor: -9.9

How did Cc1ccc2nc(N3CCOCC3)c(C=O)cc2c1 do in these assays?
TIM10 inh: 4.8; mIAP act: 0.934; NLRP3 yeast inh: 17.7; mIAP inh: 6.6; Apaf1 inhib: 3.0; hIAP activ: 0.798; tim10-1 inh: 19.0; hIAP inh: 20.2; ATG4B inhibitor: 2.9

Results for CCOC(=O)C1(CCOc2ccccc2)CCN(S(=O)(=O)N(C)C)CC1 ?
TIM10 inh: 3.4; mIAP act: 1.03; NLRP3 yeast inh: 10.2; mIAP inh: -2.6; Apaf1 inhib: 7.4; hIAP activ: 0.928; tim10-1 inh: 24.1; hIAP inh: 7.2; ATG4B inhibitor: -8.3

Results for O=C(COC(=O)CCc1nc2ccccc2s1)Nc1cccc(S(=O)(=O)N2CCOCC2)c1 ?
TIM10 inh: 8.5; mIAP act: 1.02; NLRP3 yeast inh: -3.6; mIAP inh: -2.5; Apaf1 inhib: 13.6; hIAP activ: 0.802; tim10-1 inh: 7.8; hIAP inh: 19.8; ATG4B inhibitor: -14.5

How did COc1ccc(S(=O)(=O)NC(CC(=O)NCC2CCCO2)c2ccco2)cc1 (centres undefined) do in these assays?
TIM10 inh: 0.8; mIAP act: 1.05; NLRP3 yeast inh: -1.6; mIAP inh: -5.3; Apaf1 inhib: 1.2; hIAP activ: 0.949; tim10-1 inh: -22.1; hIAP inh: 5.0; ATG4B inhibitor: 3.8

What do the screens show for `N#CCCN1CCN(C(CNS(=O)(=O)c2ccc(Cl)cc2)c2ccccc2)CC1` (centres undefined)?
TIM10 inh: -6.7; mIAP act: 0.969; NLRP3 yeast inh: 4.6; mIAP inh: 3.1; Apaf1 inhib: 7.0; hIAP activ: 1.06; tim10-1 inh: 26.3; hIAP inh: -6.5; ATG4B inhibitor: 7.0
